Screening results: PubChem, several laboratories
Furin inhibitor: blocks human furin protease activity | P09958 | purified furin, fluorogenic substrate cleavage | inhibition, % at 30 µM | hit rate 0.061% among 220,000; in the data active means inhibition above about 25%; further: inactives centre near -15
Target sequence (P09958 108-714 limits assumed): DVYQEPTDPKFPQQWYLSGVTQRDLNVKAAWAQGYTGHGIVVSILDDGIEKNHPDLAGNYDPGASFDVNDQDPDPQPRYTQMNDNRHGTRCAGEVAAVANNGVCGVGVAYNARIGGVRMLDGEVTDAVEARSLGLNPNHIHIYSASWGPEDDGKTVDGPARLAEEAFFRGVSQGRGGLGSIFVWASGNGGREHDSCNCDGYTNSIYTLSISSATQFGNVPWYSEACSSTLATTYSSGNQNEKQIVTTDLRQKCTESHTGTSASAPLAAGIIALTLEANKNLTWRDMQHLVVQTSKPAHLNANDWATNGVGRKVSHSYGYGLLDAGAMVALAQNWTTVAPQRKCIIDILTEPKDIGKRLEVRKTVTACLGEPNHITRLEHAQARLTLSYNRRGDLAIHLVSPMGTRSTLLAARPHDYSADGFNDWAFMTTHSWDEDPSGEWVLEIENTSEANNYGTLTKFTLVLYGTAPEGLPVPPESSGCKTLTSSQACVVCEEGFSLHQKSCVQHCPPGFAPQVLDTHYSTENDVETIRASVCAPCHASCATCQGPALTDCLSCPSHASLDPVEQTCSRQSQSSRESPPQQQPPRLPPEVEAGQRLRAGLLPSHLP
RBBP9 inh: blocks human serine hydrolase RBBP9. O75884. recombinant RBBP9, FP-Rh probe fluorescence polarization. inhibition, % at 7.94 µM. hit rate 0.2% among 220,000. AID 1515;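 active means inhibition above the campaign mean of all tested compounds plus 3 SD, cut at about 14% in these data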;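 further: plate controls were DMSO wells with RBBP9 for no effect and wells lacking RBBP9 protein for full effect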
Target sequence (O75884 whole entry, looked up): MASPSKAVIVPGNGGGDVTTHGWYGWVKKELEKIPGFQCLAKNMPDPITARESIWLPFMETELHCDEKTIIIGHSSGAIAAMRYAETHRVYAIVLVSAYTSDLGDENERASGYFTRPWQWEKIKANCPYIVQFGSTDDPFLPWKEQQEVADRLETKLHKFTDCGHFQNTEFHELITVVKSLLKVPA
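Measured by: FP readout at 525/598 nm; material: recombinant human RBBP9; also added: Serine-hydrolase probe FP-Rh, 375 nM pre-mixing; medium: Tris buffer pH 8.0, NaCl, Pluronic; replication: one well per compound; doses: one concentration, 7.94 µM nominal, 0.794% DMSO; timing: preincubation 30 min plus labeling 45 min at 25 °C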
Tb hexokinase: blocks Trypanosoma brucei hexokinase 1 activity. recombinant TbHK1, G6PDH-coupled NADH A340. inhibition, % at 10 µM. hit rate 0.11% among 220,000;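 active means inhibition of 50% or more in the single-dose primary screen; inactive means inhibition below 50%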
Ba/F3 V617F tox: lowers viability of Ba/F3 cells expressing EpoR and JAK2V617F; ATP luminescence; inhibition, % at 5.6 µM; hit rate 1.1% among 220,000;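 active means inhibition above the campaign mean plus 3 SD over all tested compounds, cut at about 24% in these data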;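 further: cytokine-independent growth of Ba/F3 cells driven by EpoR plus mutant JAK2; 0% = DMSO-treated cells and 100% = JAK inhibitor I control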
BaF3 tox: parental Ba/F3 viability inhibition as JAK2V617F counter-screen; CellTiter-Glo ATP luminescence; inhibition, % at 5.6 µM; hit rate 1.1% among 220,000;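 active means inhibition above a per-campaign cutoff, the mean inhibition of all tested compounds plus 3 SD, cut at about 27% in these data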;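 further: 0% = DMSO wells and 100% = JAK Inhibitor I control wells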
PPC-1+TRAIL kill: compounds killing PPC-1 cancer cells with TRAIL present (potentiator screen, no TRAIL-free arm). PPC-1 cells + TRAIL, ATPLite viability luminescence. cell killing (% activity), % at 4 µM. hit rate 0.41% among 220,000. AID 1443;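 active means cell killing above 50% in the first pass at 4 µM, then a duplicate retest at 5 µM averaging 50% or more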;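 further: plate controls were cells with TRAIL plus DMSO for no effect and medium-only wells lacking cells for full effect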
PGE2 EP2 inh: blocks the human prostaglandin E2 receptor EP2 | inhibition, % at 25 µM | hit rate 0.52% among 260,000 | C6 glioma cells expressing human EP2, cAMP TR-FRET; cells stimulated with saturating PGE2;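 active means percent inhibition above 40 after rounding to a whole number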;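 further: rat C6 glioma host cells with rolipram phosphodiesterase inhibitor present; the protocol text gives 20 µM as final concentration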
p97 ATPase inh: blocks human p97 ATPase activity; inhibition, % at 8 µM; P55072; AID 1481; recombinant p97 ATPase, Kinase-Glo ATP luminescence, 3 h; hit rate 0.42% among 220,000; in the data active means inhibition above about 15%;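 further: 0% = DMSO vehicle and 100% = wells lacking enzyme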
p47phox inh: blocks human p47phox regulatory protein of NADPH oxidases | hit rate 0.53% among 220,000 | inhibition, % at 24.7 µM | p47phox/p22phox peptide binding, fluorescence polarization, 2 h | AID 1274 | P14598;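 active means inhibition above about 30%, limit read from the data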;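 further: 0% = p47phox with labelled peptide and 100% = labelled peptide alone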
The depositor's hits bear a star; . = no result given; + = active, no number; [ ] = another dose, or the depositor's remark.

No.	Structure	Furin inhibitor	RBBP9 inh	Tb hexokinase	Ba/F3 V617F tox	BaF3 tox	PPC-1+TRAIL kill	PGE2 EP2 inh	p97 ATPase inh	p47phox inh
1	CC(C)CC(=O)N[C@H](C(=O)N[C@H](C(=O)N[C@@H](CC(C)C)[C@@H](O)CC(=O)N[C@@H](C)C(=O)N[C@@H](CC(C)C)[C@@H](O)CC(=O)O)C(C)C)C(C)C	-25	1	-3	0	2	16	19	2	-5
2	O=C(CSc1ccc(Cl)cc1)N1CCOCC1	-20[20 µM]	-1	-2	-4	-1	1[5 µM]	12	6	3
3	CC(=O)Nc1ccc(/C(C)=N/Nc2nc(Nc3ccccc3)nc(N3CCOCC3)n2)cc1	-16	-5	-16	-3	5	16	4	6	-14
4	Cc1ccc(C(=O)NNC(=O)OC(C)(C)C)c(Cl)c1	-9[20 µM]	-10	0	0	7	4	15	-5	-2
5	CC1(C)NC(=O)N(CC(=O)OCC(=O)Nc2sccc2C#N)C1=O	-24	2	1	0	8	5	1	4	-10
6	Cn1ccnc1SCC(=O)Nc1cc(C(F)(F)F)ccc1N1CCOCC1	-13[20 µM]	-1	-3	-3	2	2	9	1	-11
7	O=C(O)CCCNS(=O)(=O)c1ccccc1	-18[20 µM]	-8	-1	1	2	2	12	-3	2
8	CN1CCN(C(=O)CC23CC4CC(CC(C4)C2)C3)CC1	-16[20 µM]	0	-1	0	5	5	17	-3	-7

(listing goes on)
No.	Structure	Furin inhibitor	RBBP9 inh	Tb hexokinase	Ba/F3 V617F tox	BaF3 tox	PPC-1+TRAIL kill	PGE2 EP2 inh	p97 ATPase inh	p47phox inh
9	NS(=O)(=O)c1ccc(N/C=C\C(=O)c2ccc(F)cc2)cc1	-15	4	-22	-5	-1	23	4	7	8
10	COc1ccc(S(=O)(=O)Nc2c(F)cccc2F)cc1	-8	-9	5	1	3	-20	4	-2	2
11	CN(C)c1ccc(N=Cc2nc(-c3ccccc3)oc2OC(=O)c2cccc(Br)c2)cc1	3	0	-8	3	12	22	5	-5	-62
12	COc1cc(OC)c2c(c1)C(=O)OC2OC (stereo unspecified)	-23	2	-6	-5	0	-4	8	7	-2
13	COc1ccc(-c2nc(CN3CCCCC3c3cccnc3)c(C)o2)c(F)c1 (stereo unspecified)	-27	0	-4	-4	7	20	11	-1	-18
14	CCn1c(SCC(=O)N2CCCC2)nc2c1c(=O)n(C)c(=O)n2C	0	-7	0	4	4	-5	9	-5	-2
15	CCCS(=O)(=O)N1CCC(C(=O)NCCCOCC)CC1	-18	-4	2	0	-1	13	-3	2	-16
16	COCCn1c(-c2ccc(Cl)cc2)nc2c(c(=O)c3ccccc3n2C)c1=O	-17	-4	-12	3	6	3	7	2	-8

(continued)
No.	Structure	Furin inhibitor	RBBP9 inh	Tb hexokinase	Ba/F3 V617F tox	BaF3 tox	PPC-1+TRAIL kill	PGE2 EP2 inh	p97 ATPase inh	p47phox inh
17	Cc1cccc(CC2CC(=O)N(CCc3ccc4c(c3)OCO4)C2=O)c1 (stereo unspecified)	-7	-11	8	2	2	12	6	-12	6
18	COc1ccc(CCn2c(C)ccc2C)cc1OC	-18[20 µM]	0	-12	-3	4	10	8	2	-13
19	COC(=O)c1cccc(NC(=S)Nc2cccc(Cl)c2Cl)c1	-20	-9	0	0	5	-9	19	3	-12
20	Nc1c(Cl)ncnc1N/N=C/c1cccc(O)c1	6	2	-87	6	1	31	5	1	-15
21	CCn1c2ccc(F)cc2c2nnc(NN)nc21	-16	-3	-5	4	7	-4	8	-1	-8
22	CCOC(=O)CN(C(=O)COc1nc(C)cc(C)c1C#N)c1ccc(F)cc1	-10	-11	-10	4	0	7	7	-10	7
23	COc1ccc(OC)c(NC(=O)NCCc2cccc(Cl)c2)c1	-16	-5	5	3	1	9	6	1	2
24	CCOc1ccc(C(=O)CCC(=O)NC(CC(C)C)C(=O)OC)cc1 (stereo unspecified)	-19	-12	0	0	1	24	8	-1	-11

More compounds.
No.	Structure	Furin inhibitor	RBBP9 inh	Tb hexokinase	Ba/F3 V617F tox	BaF3 tox	PPC-1+TRAIL kill	PGE2 EP2 inh	p97 ATPase inh	p47phox inh
25	CCCCC(CCC(=O)Nc1ccccc1C(=O)OCC)C(=O)O (stereo unspecified)	-17	2	1	-2	0	-10	11	0	0
26	COc1ccc(C(=O)OCC(=O)Nc2ccc([N+](=O)[O-])cc2OC)c(O)c1	-21	-9	-2	1	8	15	5	-2	0
27	Cc1nn(Cc2ccccc2)c(Cl)c1C(=O)OCc1nnc(-c2ccc(Cl)cc2)o1	-8	-5	7	-3	-2	-7	9	-8	-44
28	Cc1cc(C)c(-c2csc(NC(=O)/C=C/c3cccs3)n2)c(C)c1	-17	-13	-16	-2	6	14	6	-2	-13
29	COc1cccc(CC(NC(C)=O)C(=O)NC2CCN(S(=O)(=O)c3ccc(C)cc3)CC2)c1OC (stereo unspecified)	-30	1	1	0	6	.	11	3	3
30	O=C(NCN1C(=O)C2C3C=CC(C3)C2C1=O)Nc1nccs1 (stereo unspecified)	7[20 µM]	1	-1	-5	0	2	3	2	-11
31	COc1ccc(OC)c(-c2cc(C3CCN(c4ncccc4[N+](=O)[O-])CC3)[nH]n2)c1	-16[20 µM]	6	-6	0	3	2	28	-1	-6
32	O=C(CN1CCc2ccccc21)NN1CC(=O)N(c2ccc(Cl)cc2)CC1=O	-11	-7	-4	0	-6	11	3	1	-7

The list continues:
No.	Structure	Furin inhibitor	RBBP9 inh	Tb hexokinase	Ba/F3 V617F tox	BaF3 tox	PPC-1+TRAIL kill	PGE2 EP2 inh	p97 ATPase inh	p47phox inh
33	CCOC(=O)C1CCN(CC(=O)Nc2c(C(=O)OC)[nH]c3ccccc23)CC1	-22	-3	9	-2	0	-20	12	0	-2
34	Cc1nn(C)c(Oc2ccccc2)c1CCNS(=O)(=O)c1ccccc1	-20[20 µM]	-2	0	-4	-1	8	9	-1	-7
35	O=C(O)Cc1nn(Cc2ccc(Cl)cc2)c(=O)c2ccccc12	-6	1	-6	-2	5	9	4	6	1
36	Nc1c(Cl)cnc(C(Cl)(Cl)Cl)c1Cl	-30	-4	2	1	1	-19	10	3	-2
37	COC(=O)/C=C/c1ccsc1NC(C)=O	-14	-6	-15	-3	2	28	10	3	-8
38	Cc1ccc(S(=O)(=O)NCC(=O)OCc2ccccc2)cc1	-9	0	2	-2	-1	7	7	4	-6
39	Cc1cc(CNCc2cn(C)nc2-c2ccc(Oc3ccccc3)cc2)on1	-26	-6	-1	-2	5	-6	7	-1	-4
40	Cc1c(NC(=O)c2ccccc2NS(=O)(=O)c2ccc(F)cc2)c(=O)n(-c2ccccc2)n1C	-17	-7	-7	-2	-2	-2	10	3	-1

Overlap with the part before: 3 compounds, followed by the next part.
No.	Structure	Furin inhibitor	RBBP9 inh	Tb hexokinase	Ba/F3 V617F tox	BaF3 tox	PPC-1+TRAIL kill	PGE2 EP2 inh	p97 ATPase inh	p47phox inh
38	Cc1ccc(S(=O)(=O)NCC(=O)OCc2ccccc2)cc1	-9	0	2	-2	-1	7	7	4	-6
39	Cc1cc(CNCc2cn(C)nc2-c2ccc(Oc3ccccc3)cc2)on1	-26	-6	-1	-2	5	-6	7	-1	-4
40	Cc1c(NC(=O)c2ccccc2NS(=O)(=O)c2ccc(F)cc2)c(=O)n(-c2ccccc2)n1C	-17	-7	-7	-2	-2	-2	10	3	-1
41	COc1ccc(Cl)cc1NC(=O)CN(C)CC(=O)NC(C)c1ccccc1 (stereo unspecified)	-16	-8	-1	3	0	28	0	-8	3
42	Cc1cc(=O)[nH]c(N2CCCC2)n1	-19	-10	1	-3	4	6	13	4	-9
43	CS(=O)(=O)N1CCC(C(=O)c2cccc(Cl)c2)CC1	-26	-6	2	-5	3	23	5	7	0
44	CCN1CNC(=S)N(c2cccc(C)c2)C1	-2	8	-2	-4	7	16	7	13	-6
45	CCN1C(=O)/C(=C/c2cn(C)nc2C)SC1=S	-8[20 µM]	-3	-13	-3	4	25	2	-1	-12
46	COc1ccc(C(=O)n2ccc(C)n2)cc1Br	-21[20 µM]	-8	4	-4	0	4	.	-3	5
47	CCOC(=O)CSc1ccc2nnc(CCNS(=O)(=O)c3ccc(C)cc3)n2n1	-42	2	-3	-1	2	16	5	4	.
48	O=[N+]([O-])c1cc(C(F)(F)F)ccc1NN=C1CCCC1	-24	3	1	-1	4	7	7	5	2

(continued)
No.	Structure	Furin inhibitor	RBBP9 inh	Tb hexokinase	Ba/F3 V617F tox	BaF3 tox	PPC-1+TRAIL kill	PGE2 EP2 inh	p97 ATPase inh	p47phox inh
49	CCNC(=O)Cc1ccc(NS(=O)(=O)c2ccc(F)cc2)cc1	-6	-8	4	6	8	-2	12	-7	6
50	COc1ccc(NC(=O)C2CC(c3cc(OC)c(OC)c(OC)c3)=NO2)cc1OC (stereo unspecified)	-30	-1	3	-1	0	-2	8	3	8
51	CCOC(=O)C1CCN(c2ncnc3nc[nH]c23)CC1	-28	-4	-3	-1	3	7	12	1	5
52	CCNC(=S)Nc1ccc(OC(F)(F)F)cc1	-10	-6	5	-1	8	18	5	3	-13
53	COCCN(C(=O)Nc1ccc(OC)cc1OC)C1CCN(C(C)=O)CC1	-20	-2	-3	-1	0	-3	13	1	.
54	COc1ccc(NC(=O)CNC(=O)c2c(C)nn(C)c2Cl)cc1	-26	-7	-2	0	7	12	3	1	-7
55	CCOC(=O)CC(NC(=O)c1cccc2c1C(=O)N(Cc1cccnc1)C2)c1ccc(OC(C)C)cc1 (stereo unspecified)	-23	-2	1	3	9	-6	5	-5	13
56	Cc1nc2ccc(NC(=O)c3sccc3C)cc2s1	-20[20 µM]	-2	1	-1	3	28	14	4	-1

(next part)
No.	Structure	Furin inhibitor	RBBP9 inh	Tb hexokinase	Ba/F3 V617F tox	BaF3 tox	PPC-1+TRAIL kill	PGE2 EP2 inh	p97 ATPase inh	p47phox inh
57	Cc1onc(-c2c(F)cccc2Cl)c1C(=O)N1CCSCC1	-26	-11	21	2	1	10	4	0	30
58	CCCCCC(=O)Nc1ccc(S(=O)(=O)Nc2nccnc2OC)cc1	-13	-10	19	-2	7	3	5	7	-3
59	CCOC(=O)C1=C(COc2ccc(C)cc2)NC(=O)NC1c1cc(C)ccc1C (stereo unspecified)	-17	-6	-9	-1	6	14	5	-2	+
60	COc1ccc(CNC(N)=O)cc1	-22[20 µM]	8	3	-2	0	.	11	3	-7

Some entries already given, showing only Tb hexokinase, p47phox inh and BaF3 tox.
# | molecule | Tb hexokinase | p47phox inh | BaF3 tox
57 | Cc1onc(-c2c(F)cccc2Cl)c1C(=O)N1CCSCC1 | 21 | 30 | 1
58 | CCCCCC(=O)Nc1ccc(S(=O)(=O)Nc2nccnc2OC)cc1 | 19 | -3 | 7
59 | CCOC(=O)C1=C(COc2ccc(C)cc2)NC(=O)NC1c1cc(C)ccc1C (stereo unspecified) | -9 | + | 6

Only part of the results is shown. The share of hits here may be higher or lower than overall.
